# Growth percent in the NCI-60 one-dose screen (48 h, 10 µM unless noted): 100 = growth as untreated, 0 = no growth, -100 = all killed.
# SK-MEL-5: SK-MEL-5 melanoma; 80,000 tested, 6.4% active; AID 1794755
# T-47D: T-47D breast cancer. 79,000 tested, 5% active. AID 1794792
# MALME-3M: MALME-3M melanoma. 78,000 tested, 5.8% active. AID 1794766
# SK-MEL-28: SK-MEL-28 melanoma; 81,000 tested, 4.1% active; AID 1794761
# SK-MEL-2: SK-MEL-2 melanoma | 77,000 tested, 4.7% active | AID 1794763
# HS 578T: HS 578T breast cancer; 78,000 tested, 4.1% active
# LOX IMVI: LOX IMVI melanoma. 79,000 tested, 7.4% active
# UACC-257: UACC-257 melanoma; 78,000 tested, 4.4% active
# * marks the source's active call; other numbers are inactive results; nt = not tested or not shown; & = joins results of further samples; ! = a repeat was not active; [ ] = remark or other dose. Rule for the calls: active = growth percent below 10; inactive = the rest.
SMILES	SK-MEL-5	T-47D	MALME-3M	SK-MEL-28	SK-MEL-2	HS 578T	LOX IMVI	UACC-257
CCOC(=O)CCCOc1ccc(/C=C2\CC/C(=C\c3ccc(OCCCC(=O)OCC)c(OC)c3)C2=O)cc1OC	89	91	80	116	95	95	92	97
O=C(O[C@@H]1Cc2c(O)cc(O)cc2O[C@@H]1c1cc(O)c2c(c1)OCO2)c1cc(O)c2c(c1)OCO2	103	83	102	111	102	100	93	93
O=C(Nc1ccccc1)C1CN(Cc2ccc(F)cc2)CCS1 (stereo not given)	105	90	94	104	108	102	92	110
Cc1ccc(-c2nc3ccccn3c2/C=C2/C(=O)Nc3ccccc32)cc1	81	78	100	109	87	98	84	100
CC(=O)c1c(O)ccc2c(C)cc(=O)oc12	103	90	97	111	101	101	94	95
CC(=O)C1=NN(c2ccccc2)C2NC(=O)/C(=C\c3cn(-c4ccccc4)nc3-c3cc4ccccc4o3)C(=O)N12 (stereo not given)	101	97	77	107	92	86	80	97
COc1ccc2sc3c(NCCCN)nc4ccccc4c3c(=O)c2c1	84	-33*	94	85	96	71	-87*	96
Nc1nc(=S)c2ncn(C3CCCCC3)c2[nH]1	102	97	113	114	88	121	102	94
N#Cc1c(N)nc2c(c(N)nn2-c2ccccc2)c1-c1ccccc1	98	96	104	108	99	94	nt	104
Cc1nn2c(-c3nc4ccc(F)cc4[nH]3)c(-c3ccccc3)nc2s1	98	99	101	123	106	nt	101	135
CCC(C)[C@H](NC(=O)Nc1cc(C(F)(F)F)cc(C(F)(F)F)c1)C(=O)N[C@@H](Cc1cn(C)cn1)C(=O)OC (stereo not given in full)	-98*[100 µM]	-63*[100 µM]	-86*[100 µM]	-95*[100 µM]	-92*[100 µM]	-19*[100 µM]	-81*[100 µM]	-98*[100 µM]
NC1=NN(c2ccccc2)C2=NC(=O)NC(c3ccccc3)C12 (stereo not given)	99	89	90	89	100	107	nt	93
CCOC(=O)C1C(=O)C(=O)N(Cc2ccccc2)C1C(=O)OCC (stereo not given)	96	101	103	98	112	105	105	107
Nc1ccn(C2OC(CCl)C(O)C2O)c(=O)n1 (stereo not given)	88	98	92	101	122	101	93	105
COc1cc(OC)c(OC)cc1O	101	106	97	110	104	100	99	104
O=C(Cc1c[nH]c2ccccc12)N=Nc1c(O)[nH]c2ccc(F)cc12	nt	88	108	110	103	99	90	104
C#CCOc1cccc(Nc2ncnc3cc(NC(=O)CCl)ccc23)c1	-94*	-49*	-73*	-31*	-55*	-1.1*	-67*	-43*
CC1=C(CCCOC(=O)NCCCl)C2=C(C)C3(CC3)[C@@](C)(O)C(=O)C2=C1	7.9*	16	35	69	15	100	61	49
C[C@H]1[C@H](C)CC[C@]2(COC(=O)CCC(=O)O)CC[C@]3(C)C(=CC[C@@H]4[C@@]5(C)CCCNC(C)(C)[C@@H]5CC[C@]43C)[C@H]12	46[100 µM]	37[100 µM]	77[100 µM]	82[100 µM]	56[100 µM]	42[100 µM]	70[100 µM]	78[100 µM]
CC(C)Cc1ccc(C(C)C(=O)NCc2ccc(Cn3c(=O)sn(CCCCl)c3=O)cc2)cc1 (stereo not given)	-78*!	-46*!	-74*!	-72*!	-3.3*!	-11*!	-93*!	-21*!
Cc1nc(Nc2cccnc2)sc1C(=O)/C=C/c1ccc(F)cc1	68	30	88	88	92	96	8.4*	73
C=C1C[C@H](O)[C@H](Br)C(C)(C)[C@@]12CCC(C)=C(Cl)C2	-61*	29	38	30	6.3*	22	-5.6*	nt
COc1cccc(Cc2cc(-c3ccccc3)n[nH]c2=O)c1	88	70	111	110	98	104	86	nt
CC(=O)[C@H]1CCC/C=C/[C@@H]2C[C@H](O)C[C@H]2[C@H](O)/C=C/C(=O)O1	-94*	-12*	-11*	-17*	-14*	37	-63*	24
Fc1cccc(Cn2cc(CSc3nc4ccccc4o3)nn2)c1	106	87	106	105	98	105	96	105
O=C(/C=C/c1ccc(Cl)cc1Cl)c1cccc(OCCCCOc2cccc(C(=O)/C=C/c3ccc(Cl)cc3Cl)c2)c1	100	95	92	108	111	100	97	100
CC1=C2CC/C(C)=C/CC[C@@]3(C)OC3CC/C(C)=C/[C@@H]2OC1 (stereo not given in full)	112	100	114	106	89	118	96	95
C=CCc1c(O)c(C(=O)/C=C/c2ccccc2OC)c(OC)c2ccoc12	67	51	103	90	66	102	42	60
O=C(O)CNc1ccccc1[N+](=O)[O-]	99	95	110	104	106	96	100	108
CC1(C)CC[C@]23CC[C@]4(C)[C@H](CC[C@@H]5[C@@]6(C)CC[C@H](OC7CC(O)C(O)C(O)O7)C(C)(C)[C@@H]6CC[C@]54C)[C@H]2[C@H]1OC3 (stereo not given in full)	101	94	102	108	112	104	nt	103

# Results in SK-MEL-28 and HS 578T, for 7 of the compounds above:
molecule,SK-MEL-28,HS 578T
O=C(O[C@@H]1Cc2c(O)cc(O)cc2O[C@@H]1c1cc(O)c2c(c1)OCO2)c1cc(O)c2c(c1)OCO2,111,100
CC(=O)C1=NN(c2ccccc2)C2NC(=O)/C(=C\c3cn(-c4ccccc4)nc3-c3cc4ccccc4o3)C(=O)N12 (stereo not given),107,86
Cc1nc(Nc2cccnc2)sc1C(=O)/C=C/c1ccc(F)cc1,88,96
CC1=C(CCCOC(=O)NCCCl)C2=C(C)C3(CC3)[C@@](C)(O)C(=O)C2=C1,69,100
NC1=NN(c2ccccc2)C2=NC(=O)NC(c3ccccc3)C12 (stereo not given),89,107
C=C1C[C@H](O)[C@H](Br)C(C)(C)[C@@]12CCC(C)=C(Cl)C2,30,22
O=C(Cc1c[nH]c2ccccc12)N=Nc1c(O)[nH]c2ccc(F)cc12,110,99

# Carrying on:
SMILES	SK-MEL-5	T-47D	MALME-3M	SK-MEL-28	SK-MEL-2	HS 578T	LOX IMVI	UACC-257
O=C1CCC(N2C(=O)C(=O)c3ccccc32)N1 (stereo not given)	110	101	99	103	97	106	95	105
CCOC(=O)C(C#N)c1nc2sc3cc(Cl)ccc3n2c(=N)c1C#N (stereo not given)	87	70	645	99	85	83	87	114
C/C(CCc1ccc(O)cc1)=N\O	111	93	108	105	96	103	104	102
O=C(c1ccc(Cl)cc1)C(c1c[nH]c2ccccc12)c1c[nH]c2ccccc12	-58*	-31*	-92*	-92*	-67*	27	-85*	-40*
N#CC1(Nc2ccc3ccccc3c2)CCCC1	96&96	98&91	79	116&110	100	106&114	94&96	109&97
CC(C)(C)c1nn(-c2ccccc2)c2nc3c(nc12)c(=O)oc1ccccc13	107	86	118	90	114	101	nt	103
Cc1nn(-c2nc(-c3cc4ccccc4oc3=O)cs2)c(C)c1N=Nc1ccccc1	101	95	97	108	113	108	97	103
CC(C)(C)OC(=O)NCC(=O)N1CCC[C@H]1C(=O)OC/C=C/c1ccccc1	103	94	100	117	105	93	108	97
c1ccc(N2CCN(C3c4ccccc4-c4ccccc43)CC2)cc1	107	98	98	114	104	97	113	102
CCCCCCCC/C=C\CCCCCCCC(=O)OCCCCCCCCCCCCCCCC	109	97	117	118	126	110	95	101
c1ccc(CSc2ncnc3nc[nH]c23)cc1	110&101	103&97	114	123&100	117&99	131&107	98&101	113&99
O=C(c1ccccc1)C(O)c1ccccc1 (stereo not given)	108	100	130	107	nt	100	101	82
COc1ccc(NC(=O)CCC(=O)O)cc1	104	nt	95	105	95	91	97	88
COc1ccc(C(C)=O)cc1	103	222	105	112	105	110	106	115
COC(=O)c1cc2oc(/C=C3/SC(=S)N(N)C3=O)cc2n1Cc1ccccc1	45	76	-70*	-71*	-14*	-27*	35	50
Cc1ccc2[nH]c(=O)c(=O)[nH]c2c1	105	73	92	104	93	108	101	90
CC(C)OC(c1ccc2c(c1)OCO2)C(C)Br (stereo not given)	96	110	104	114	111	102	96	nt
COC(=O)c1ccc(=O)oc1	103	96	101	nt	92	nt	98	100
O=C(NCCNc1nccc(-c2c(-c3cccc(F)c3)nc3sccn23)n1)c1ccc(C(F)(F)F)cc1	57	43	56	82	69	85	65	97
Cc1nc(-c2ccccc2)cc2c(O)c(C(=O)N/N=C/c3ccc(O)cc3)[nH]c(=O)c12	99	102	107	102	153	100	95	113

# Shown with two lines to a compound: two of the compounds above.
# Values in the order: SK-MEL-5 | T-47D | MALME-3M | SK-MEL-28 | SK-MEL-2 | HS 578T | LOX IMVI | UACC-257
O=C(c1ccccc1)C(O)c1ccccc1 (stereo not given)
 : 108 | 100 | 130 | 107 | nt | 100 | 101 | 82
COC(=O)c1ccc(=O)oc1
 : 103 | 96 | 101 | nt | 92 | nt | 98 | 100

# The results go on.
SMILES	SK-MEL-5	T-47D	MALME-3M	SK-MEL-28	SK-MEL-2	HS 578T	LOX IMVI	UACC-257
Cc1nc2ccccc2s1	97	100	88	120	106	92	101	104
COC(=O)C1(C)CCC[C@]2(C)[C@H]3C[C@H]4C(C(C)C)=C[C@]3(CC[C@@H]12)[C@@H]1C(=O)CC[C@H](OC(=O)c2ccco2)[C@@H]14 (stereo not given in full)	90	76	92	92	96	93	99	85
CCOC(=O)C(=Cc1cccc(C#N)c1)C(=O)OCC	86	39	50	50	60	94	-44*	70
O=C(O)C(C=C(Cl)Cl)N1CCOCC1 (stereo not given)	108	98	102	110	112	122	106	113
Cc1ccc2ncc(C)c(=O)n2c1	99	96	99	122	95	92	94	100
Fc1ccc2[nH]cc(-c3nc(-c4c[nH]c5ncccc45)cs3)c2c1	53	47	nt	89	53	31	nt	54
CCCN(CCC)CC(O)c1cc(C(F)(F)F)nc2c(C(F)(F)F)cccc12 (stereo not given)	94	91	79	110	109	85	85	95
C=CCn1c(=O)n(C)c2c(=O)n(C)c(=O)n(C)c21	104	99	nt	118	102	109	94	95
CC1(C)COC(c2cc3c(cc2Br)OCO3)OC1	nt	111	109	106	96	107	108	101
Fc1ccc(-n2cc(COc3ncnc4sc5c(c34)CCCC5)nn2)cc1Cl	103	95	92	110	103	104	94	102
O=C(NCCCNc1nccc(-c2c(-c3cccc(F)c3)nc3sccn23)n1)c1ccc(F)cc1	68	51	140	106	95	83	79	116
O=C(Nc1ccc(Br)cc1)Nc1ccc(-c2ccc3c(c2)NC(=O)/C3=C\c2ccc[nH]2)cc1	33	12	62	58	37	56	26	75
O=S(=O)(Nc1ccc(Cl)cc1Cl)c1ccc(-c2cnc(C3CC3)o2)cc1	8.6*	34	38	55	33	9.4*	43	55
N=C(N)SCc1ccc([N+](=O)[O-])cc1[N+](=O)[O-]	65	42	96	78	81	90	39	66
COc1ccc(/C=C(\Cl)C(=O)Nc2ccccc2C(=O)O)cc1	100	81	103	109	107	102	94	110
C[n+]1ccc(/C=C/c2ccncc2)c2ccccc21	99	111	95	111	103	85	95	78
C[n+]1ccccc1/C=C/c1ccc2cccc(O)c2n1	nt	98	146	96	103	108	104	97
O=c1[nH]c(N2CCOCC2)nc2c3c(sc12)CCCC3	102	96	110	112	108	99	99	nt
O=C(O)/C(Br)=C/c1c[nH]c2ccc(Br)cc12	107	184	106	64	99	105	101	117
CCN(CC)c1ccc(C=Nc2cc(C(C)C)c(O)cc2C)cc1	101	87	111	117	109	100	96	99
CCOC(=O)c1c(NC(=O)c2ccc(F)cc2)sc2c1CCCC2	96	nt	105	102	100	96	102	94
CCC(=O)Nc1nonc1-c1nc2ccccc2n1Cc1ccc(F)cc1Cl	68	56	82	77	nt	81	75	79
CCCCn1c(=O)c(/C=C/C(=O)/C=C(/C=C/c2cc3ccccc3n(CCCC)c2=O)OB(F)F)cc2ccccc21	105	92	120	115	96	92	97	93
COc1ccc(C(C)(C)C#N)cc1	106	96	161	112	106	109	91	113
C1CN(SSN2CCOCC2)CCO1	26[100 µM]	-25*[100 µM]	-53*[100 µM]	-43*[100 µM]	63[100 µM]	41[100 µM]	-41*[100 µM]	50[100 µM]
COc1cc(C2N=C(N)N=C(N)N2c2ccc(S(N)(=O)=O)cc2)cc(OC)c1OC (stereo not given)	104	109	93	112	94	107	95	101
CC(=O)Nc1ccccc1-c1nc2ccccc2s1	99	99	106	112	104	106	97	107
CCOc1ccc(C(=O)Nc2sc3c(c2C(N)=O)CCC3)cc1	nt	90	90	79	85	207	91	108
CN1CCN(Cc2ccc(NC(=O)c3cncc(C#Cc4cnc(N)c5ccc(C#N)cc45)c3)cc2C(F)(F)F)CC1	-93*	10	-73*	-81*	-62*	-32*	-96*	6.1*
N#Cc1c(C(F)(F)F)cc(=O)[nH]c1O	100	109	103	111	113	104	112	105
Nc1ccc(S(=O)(=O)O)c(N)c1	102	105	120	127	105	nt	90	100
Cc1cccc(NC(N)=O)c1	105	102	89	118	96	143	98	95
O=C(O)CSC(SCC(=O)O)c1ccccc1	106	109	68	117	113	104	111	93
OCC1OC(n2cnc3cncnc32)C(O)C1O (stereo not given)	96	73	100	95	73	93	104	76
CC(=O)c1sc(N2N=C(C)CC2c2ccc(N(C)C)cc2)nc1C (stereo not given)	90	80	92	104	97	88	nt	95
Cc1cccc2cc(-c3cc4ccccc4[nH]3)c(=Nc3ccc(Cl)cc3)oc12	95	57	92	100	102	106	nt	95
C=C1c2c(C)nn(-c3ccccc3)c2N(C)C23C[C@@H]1C1(C)c4c(C)nn(-c5ccccc5)c4N(C)C(C)(C[C@H]12)C3 (stereo not given in full)	33	42	49	73	68	83	54	56
NNC(=S)NCCN1CCOCC1	100	79	119	104	nt	95	103	105
CCOCC(=O)O	97	93	99	109	102	101	99	81
COc1ccc(C(=O)C2=CC(=O)C(=O)C2)cc1OC	103	100	114	112	101	110	101	115
C=C(C)[C@@H]1CC[C@]2(COC(=O)c3ccccc3C(=O)O)CC[C@]3(C)[C@H](CC[C@@H]4[C@@]5(C)CCCNC(C)(C)[C@@H]5CC[C@]43C)[C@@H]12	46	nt	68	74	94	79	48	82
